Pf growth 48h: inhibits P. falciparum growth in the first generation, 48 h; P. falciparum luciferase growth in erythrocytes, 48 h; Potency, µM (doses to about 28.7 µM), for inactives: top-dose activity change, negative = inhibition, most hits filed as inhibitors; 310,000 compounds, 5.9% hits; also: potency is read from the fitted curve at half-maximal effect; % is scaled to controls: 0 for no effect and ±100 for the full control effect
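Growth was read as firefly luciferase luminescence after a 48 h, 37 C, 5% CO2 exposure of compounds to reporter-bearing P. falciparum cultures (0.1% parasitemia, 2% hematocrit final) in Albumax-supplemented RPMI 1640.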
Shiga toxin inh: blocks Shiga toxin action in Vero cells | Vero cells, Shiga toxin protein synthesis inhibition reporter | inhibition, % at 38.7 µM | 290,000 compounds, 9.2% hits | AID 2315; in the data active = inhibition mostly above about 28%, no sharp cut-off; inactive = mostly below about 43%; also: 0% is about no effect
HCV inh: inhibitors of hepatitis C virus infection; Huh7.5.1 HCVcc-Cre infection, luciferase reporter, 44 h; Potency, µM (titrated, usually from 41.8 µM), without a hit: at the top dose activity change, negative = inhibition, usual class: inhibitors; 340,000 compounds, 3.4% hits; AID 651820; also: potency is read from the fitted curve at half-maximal effect; % is scaled to controls: 0 for no effect and ±100 for the full control effect
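Antiviral activity was scored by luciferase reporter output from cells infected with HCVcc-Cre (~0.5 moi) in presence of compound, 44 h infection period, cells seeded 1,000/well 4 h prior.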
Cycloheximide cs: counter-screen for Shiga toxin inhibitors: cycloheximide protein synthesis inhibition; max response, %; cell reporter, cycloheximide protein synthesis inhibition counterscreen; 300,000 compounds, 12% hits; in the data active = max response mostly above about 13%, no sharp cut-off; inactive = mostly below about 14%; also: read at 38.3 µM for the half of the compounds with a filed dose; 0% is about no effect
Pf growth 96h: P. falciparum growth inhibition at 96 hours; P. falciparum luciferase reporter growth, 96 h; Potency, µM (doses to about 28.7 µM), without a hit: top-dose activity change, negative = inhibition, hits mostly inhibitors; 320,000 compounds, 6.9% hits; AID 504834; also: potency is read from the fitted curve at half-maximal effect; % is scaled to controls: 0 for no effect and ±100 for the full control effect
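Erythrocytes infected with luciferase-expressing P. falciparum were dispensed at 2% hematocrit and 0.05% parasitemia (final), then incubated with compounds 96 hours at 37 C in 5% CO2. Luminescence after detection reagent addition reported growth.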
FBPA Giardia inh: Giardia lamblia aldolase inhibition; A8B2U2; purified Giardia FBPA; Potency, µM (top dose mostly 59.6 µM), inactives show at the top dose activity, negative = inhibition, usual class: inhibitors; 290,000 compounds, 0.71% hits; AID 2451; also: potency is read from the fitted curve at half-maximal effect; % is scaled to controls: 0 for no effect and ±100 for the full control effect; nearly all actives have a fitted effect of over 55% in size
Target sequence (A8B2U2 whole entry, looked up): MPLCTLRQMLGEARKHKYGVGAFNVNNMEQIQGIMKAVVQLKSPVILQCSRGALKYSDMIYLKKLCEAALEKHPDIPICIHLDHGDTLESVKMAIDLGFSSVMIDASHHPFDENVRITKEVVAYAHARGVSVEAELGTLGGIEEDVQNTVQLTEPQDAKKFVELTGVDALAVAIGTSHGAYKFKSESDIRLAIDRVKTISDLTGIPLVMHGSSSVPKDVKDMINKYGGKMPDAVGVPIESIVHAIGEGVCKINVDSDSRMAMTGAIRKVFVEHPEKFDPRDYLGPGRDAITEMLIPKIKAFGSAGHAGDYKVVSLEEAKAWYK
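40 nM FBPA preincubated 10 min at RT with compound (up to 57.5 uM final), then substrate plus GAPDH/TPI/NAD/arsenate coupling and diaphorase/resazurin added. Fluorescence read after 20 min at RT, 525/598 nm.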
The depositor's hits bear a star; ? = inconclusive; / = no result given; & = joins results of further samples; [ ] = dose if it differs, or a comment. Unless noted, calls follow the shape of the dose curve; as a rule, active = well fitted curve in the direction sought with a large enough effect; inconclusive = small, poorly fitted or top-dose-only effect, or another doubt; inactive = no such curve, though single readings can be large; an effect the other way counts as inactive or inconclusive. Compounds were not picked by outcome; about 24% have a hit in one of these screens.

Every second line gives: Pf growth 48h | Shiga toxin inh | HCV inh | Cycloheximide cs | Pf growth 96h | FBPA Giardia inh
CC(C(=O)Nc1cc([N+](=O)[O-])ccc1Cl)N1CCN(c2ccccc2)CC1 (stereo unspecified)
→ 8.9% | -5.2 | 9.4% | -3.1 | 16.0% | 4.5%
COc1ccc(C2C=C(c3ccc(Br)cc3)Nc3nc(NS(C)(=O)=O)nn32)cc1 (stereo unspecified)
→ -25.8% | 16.4 | 1.1% | -3.2 | -16.8% | 1.9%
O=C(N/N=C/c1cccnc1)C1CCCN(S(=O)(=O)c2ccccc2)C1 (stereo unspecified)
→ -11.9% | -5.4 | 13.2% | 1.6 | -27.8% | -2.8%
CCCCn1nnnc1SCC(=O)Nc1ccc(C)cc1
→ 29.0% | -15.0 | 16.4% | -7.6 | 13.9% | -4.8%
O=C(CSc1nnc(-c2ccco2)o1)NCC(=O)c1ccccc1
→ -3.4% | -6.3 | 6.0% | 2.2 | / | -28.1%
COC(=O)c1nc(NC(=O)c2ccc(F)cc2)n[nH]1
→ -13.2% | 0.7 | 3.1% | -1.6 | 10.9% | 5.5%
C[C@@H](O)CC#Cc1ccc2oc(=O)c(-n3cc(-c4ccsc4)nn3)cc2c1
→ 38.3%[activator] | / | 21.2% | / | -11.8% | /
CCOC(=O)c1cc(-c2ccc(N3CCOCC3)cc2)nn1-c1ccccc1C(=O)O
→ -3.3% | 14.3 | 5.3% | 3.5 | -13.4% | -1.3%
COc1ccc(S(=O)(=O)N2CCCCCC2)cc1C(=O)Nc1ccccn1
→ -14.5% | 6.8 | -23.2% | 8.6 | ? | /
Cc1ccc(C(=O)N2CCN(c3nc4ccccc4n3C)CC2)cc1
→ ? | 13.3 | -26.2% | 4.3 | 8.6% | -5.4%
CN1CCN(C(c2ccccn2)c2cc(Cl)c3cccnc3c2O)CC1 (stereo unspecified)
→ 4.65µM* | 15.5 | ? | -0.8 | ? | -14.3%
Cc1sc2nc(CN(C(=O)NC3CCCCC3)C3CCCCC3)[nH]c(=O)c2c1C
→ -2.2% | 7.7 | 4.3% | 4.2 | ? | 12.8%
Cc1ccc(N2C(=O)CC(NCC3CCCO3)C2=O)cc1 (stereo unspecified)
→ 14.0% | -23.9 | 18.5% | 1.2 | 11.3% | -3.0%
COc1cccc(/C=N/N2CCN(c3ccncc3S(=O)(=O)N3CCCCC3)CC2)c1
→ ? | -8.6 | 8.0% | -0.6 | ? | 0.3%
COc1ccccc1C(=O)NCC(=O)Nc1cccnc1
→ 22.4% | -10.7 | / | 1.8 | 20.3% | -1.6%
C=CCn1c(=N)n(CC(O)COc2ccccc2OC)c2ccccc21 (stereo unspecified)
→ / | 2.6 | ? | -3.9 | ? | -4.4%
CCN(Cc1ccncc1)C(=O)c1ccccc1NS(=O)(=O)c1ccc(Br)cc1
→ ? | 1.0 | -10.4% | -1.6 | ? | 0.6%
CN1CCC(NC(=O)Nc2ccc(Br)cc2)CC1
→ ? | 28.9 | -26.8% | 0.6 | ? | 0.1%
NS(=O)(=O)c1ccc(CCNC(=O)CN2CCC(Cc3ccccc3)CC2)cc1
→ ? | -7.4 | ? | 2.7 | -12.9% | -1.0%
O=C(COC(=O)c1ccccc1C(=O)c1ccc(Cl)cc1)NCCc1ccccc1
→ 4.0% | -12.8 | -12.3% | -6.2 | ? | -18.2%
O=c1[nH]c(C2CCN(S(=O)(=O)Cc3ccccc3)CC2)nc2c1nnn2Cc1ccccc1Cl
→ ? | -3.6 | 22.0% | -7.0 | 28.0% | 4.5%
CCn1c(NCc2cc(OC)c(OC)c(OC)c2)nc2ccccc21
→ -5.3% | -3.1 | -17.7% | -8.0 | 0.233µM* | ?
CN1CCN(c2ncnc(Cl)c2N)CC1
→ -2.2% | 0.7 | 24.8% | -6.2 | 26.5% | 1.2%
COC(=O)c1ccc(NC(=O)CCc2nnc3ccc(NCc4ccco4)nn23)cc1
→ ? | -6.4 | 9.8% | 9.9 | 20.1% | 2.6%
Cc1ccc(N(CC(=O)NCc2cccs2)S(=O)(=O)c2cccs2)cc1
→ / | 29.1 | -12.5% | 0.8 | ? | 2.5%
COc1cc(/C=C2/SC(=S)N(C)C2=O)ccc1OC(=O)c1ccco1
→ 21.2% | -7.4 | -6.8% | 1.6 | ? | 11.5%
c1ccc(C(NCCNC(c2ccccc2)c2ccccc2)c2ccccc2)cc1
→ -25.6%[0.00184 µM] | -6.7&-7.9 | ? | -7.3&-4.3 | ? | 11.0%&-22.8%&-18.4%
O=C(Nc1cccc(-c2cccc(Cl)c2)c1)C1CCN(Cc2ccon2)CC1
→ 14.5% | -6.8 | ? | -3.5 | 8.28µM* | 3.9%
Cc1ccc(C(=O)C(NC(=O)c2ccco2)N2CCOCC2)cc1 (stereo unspecified)
→ 77.1%[activator] | 53.1* | 2.0% | 39.5* | 19.6% | -16.8%
O=C(c1ccc2ncsc2c1)N1CCCC(C(F)(F)F)C1 (stereo unspecified)
→ 15.2% | / | ? | / | 62.9%[activator] | /
O=C(Cn1cc(C(F)(F)F)cc(Cl)c1=O)NCc1ccc(Cl)cc1Cl
→ ? | -6.4 | -14.9% | -2.9 | ? | 11.3%
CN1CCN(S(=O)(=O)c2ccc(CNC(=O)c3ccccc3)s2)CC1
→ -15.7% | -8.4 | -1.0% | -2.1 | ? | 11.2%
CCOC(=O)C1C(=O)NC(c2ccccc2)=NC1c1ccccc1 (stereo unspecified)
→ 33.1%[activator] | -0.6 | 21.4% | 7.9 | 151.0%[activator] | 4.8%
Cc1ccc(N2C(=O)c3cccc4c([N+](=O)[O-])ccc(c34)C2=O)c2cccnc12
→ 19.4% | 10.7 | 14.4% | 11.3 | ? | -1.8%
CC1CCCCN1S(=O)(=O)c1cn(C)c(=O)n(C)c1=O (stereo unspecified)
→ 0.0% | -6.1 | 21.7% | -2.4 | 27.7% | 7.2%
O=C(/C=C/c1ccc(F)cc1)NCc1ccco1
→ 5.9% | 93.8* | -2.3% | 45.9* | 8.0% | -7.0%
Cc1onc(-c2ccccc2)c1C(=O)N1CCCC1
→ -3.6% | -1.5 | 6.2% | 5.3 | 62.3%[activator] | -1.3%
c1ccc(N2CCN(C3CCSC3)CC2)cc1 (stereo unspecified)
→ 20.9% | 16.4 | 5.9% | 4.2 | / | -6.0%
Cc1cc(N2CCCC2)n2nc(C)nc2n1
→ 8.1% | -6.5 | 9.4% | -4.0 | -10.4% | -0.2%
COc1cc(-n2c(C)nc3cc(C(=O)O)ccc32)cc(OC)c1OC
→ 57.1%[activator] | -2.9 | -12.7% | 0.8 | 40.7%[activator] | 12.2%
O=C(COC(=O)c1cc2ccccc2oc1=O)Nc1cccc(Br)c1
→ 36.1%[activator] | / | 38.9%[activator] | / | -30.5% | /
COc1ccc(-c2onc3ccc(Cl)cc23)cc1
→ / | 7.1 | ? | 8.3 | ? | -18.7%
Cc1ccc(OCc2cc(C(=O)N3CCc4sccc4C3)no2)cc1C
→ 10.6% | 13.9 | 9.1% | 17.3 | ? | /
COc1ccc(OC)c(/C=N/N(CCC#N)C2=NS(=O)(=O)c3ccccc32)c1
→ -0.5% | -3.5 | 5.6% | -2.7 | ? | -12.8%
Cc1ccc(S(=O)(=O)N2[C@@H](c3ccc(F)cc3)C(C(=O)O)=CC[C@H]2c2cccc(C)c2)cc1
→ ? | / | 5.8% | / | ? | /
CC(C)C[C@@]12C(=O)N(c3cccc(Cl)c3)C(=O)N1[C@H](c1ccc(Br)cc1)[C@@H]1C(=O)N(C(C)(C)C)C(=O)[C@@H]12
→ 3.7µM* | / | 15.1% | / | 4.15µM* | /
Cc1nc2c(C(F)(F)F)cccc2c2c1CCS2
→ 11.0% | -15.7 | -17.9% | -7.2 | -11.9%[5.75 µM] | 5.7%
COc1ccc(CN(C)C(=O)c2ccc(NC(=O)CC3SC(N4CCCC4)=NC3=O)cc2)c(OC)c1 (stereo unspecified)
→ ? | / | -29.0% | / | ? | /
CC(C)C[C@@H](CO)N(Cc1ccccc1)S(=O)(=O)N(Cc1ccccc1)[C@H](CO)CC(C)C
→ 4.65µM* | / | ? | / | ? | /
O=C(N/N=C/c1cccc(Oc2ccccc2)c1)c1ccncc1
→ 6.7% | 13.4 | 7.7% | 12.4 | 3.7µM* | -13.9%
CCO[C@H]1OC(C(=O)NCc2nc3ccccc3[nH]2)=C[C@@H](c2ccccc2)[C@@H]1CCCO
→ -3.3% | -2.7 | -24.9% | -1.9 | -6.6% | 16.0%
COC(=O)/C(=C(/F)SCC(C)=O)C(F)(F)F
→ / | 21.9 | / | -3.9 | 25.5% | -2.9%
CCOCCCNC(=O)C(c1ccc(C)cc1)N(Cc1cccs1)C(=O)c1ccccc1O (stereo unspecified)
→ ? | -15.2 | 2.1% | 1.0 | -6.0% | 4.4%
Cc1ccc(S(=O)(=O)NC(CC(N)=O)C(=O)O)cc1 (stereo unspecified)
→ 6.6% | 14.3 | 1.4% | 1.6 | ? | 7.4%
O=C(CN1C(=O)CCS(=O)(=O)c2ccccc21)Nc1ccc(Cl)cc1
→ 15.8% | 10.9 | 0.2% | -2.3 | ? | -6.6%
COc1cc(/C=C2/C(=O)NN(c3cccc(C)c3)C2=O)cc([N+](=O)[O-])c1O
→ 1.5% | 9.2 | 11.6% | -6.7 | -17.2% | -13.5%
Cn1ncc(N=Cc2ccc([N+](=O)[O-])cc2)c1C(=O)N1CCOCC1
→ 3.1% | -4.5 | 13.0% | -2.3 | / | -2.5%
CCc1ccc(NC(=O)C2CCC(CNC(=O)[C@@H]3Cc4ccccc4CN3)CC2)cc1 (stereo partly specified)
→ ? | -1.0 | ? | 27.2* | -12.4% | -29.0%
Cn1c(NCc2cccc(Br)c2)nc2ccccc21
→ -11.9% | 25.7* | -27.3% | 13.0* | -4.0% | -0.6%
CCOC(=O)c1sc(NC(=O)c2cccnc2)nc1C
→ / | -13.6 | 14.2% | -6.9 | -6.5% | -0.1%
CC(=O)c1cccc(N(CC(=O)Nc2ccc(S(=O)(=O)N3CCCC3)cc2)S(C)(=O)=O)c1
→ -12.7% | -33.6 | -16.0% | 1.3 | -5.7% | /
CCOC(=O)c1cnc(-n2nc(C)cc2C)nc1Nc1ccc(C)cc1
→ ? | 5.5 | 5.4% | 8.0 | ? | 13.2%
O=C(CC1C(=O)NCCN1C/C=C/c1ccccc1)NCCCC1CCCC1 (stereo unspecified)
→ 25.1% | 74.6* | -4.2% | 37.3* | ? | 14.2%
